# Mito fusion act – blocks mitochondrial division or promotes mitochondrial fusion; S. cerevisiae fusion-defective mutant growth rescue, CellTiterGlo 48 h; Potency, µM (series often up to 46.1 µM), without a hit: top-dose growth rescue (activation), actives largely listed as activators; 320,000 compounds, 0.23% hits;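 note: potency is the fitted concentration of half-maximal effect; % of control where 0% means no effect; nearly all actives have a fitted effect of over 45% in size; temperature-sensitive fusion mutants such as fzo1-1 at 37 °C on non-fermentable ethanol glycerol medium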
#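 Yeast fusion mutant, YPEG (non-fermentable carbon), compound, 48 h at 37C non-permissive; CellTiterGlo added, 10 min RT, luminescence read. Rescued growth = division inhibition.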
# TSHR antag – antagonists of human thyroid stimulating hormone receptor | activity change, negative = inhibition, % at 11.5 µM | P16473 | AID 504810 | TSHR-expressing cells, TSH-stimulated cAMP HTRF, 2 h; active compounds read low | 330,000 compounds, 0.2% hits;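 active = activity change below a set negative limit, meaning inhibition stronger than a set level, cut at about -70% in these data; inconclusive = activity change between two set negative limits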; note: % is set by controls: 0 for no effect and ±100 for the full control effect
#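 Read-out is FRET at 665 nm (cryptate excitation 337 nm) from a cryptate-tagged anti-cAMP antibody, competed by cell cAMP against cAMP-d2. Compounds are tested on freshly harvested TSHR cells challenged with 4nM TSH (EC80) for 2 hours at 37 deg C.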
# TSG101-PTAP inh – blocks PTAP/TSG101 interaction to inhibit HIV-1 budding; Fluorescence polarization, FITC-PTAP peptide / Tsg101 binding; Q99816; Potency, µM (series often up to 115 µM), without a hit: top-dose activity change, negative = inhibition, usual class: inhibitors; AID 493005; 340,000 tested, under 10 active; active = well fitted inhibition curve with a large enough effect in the main read-out, with a control signal flat, not every such curve was filed as active; inconclusive = small, poorly fitted or top-dose-only effect, or effect the other way, or a change in a side signal; inactive = no such curve, though single readings can be large or run the other way; note: potency is the fitted concentration of half-maximal effect; % of control where 0% means no effect
# Target sequence (Q99816 whole entry, looked up): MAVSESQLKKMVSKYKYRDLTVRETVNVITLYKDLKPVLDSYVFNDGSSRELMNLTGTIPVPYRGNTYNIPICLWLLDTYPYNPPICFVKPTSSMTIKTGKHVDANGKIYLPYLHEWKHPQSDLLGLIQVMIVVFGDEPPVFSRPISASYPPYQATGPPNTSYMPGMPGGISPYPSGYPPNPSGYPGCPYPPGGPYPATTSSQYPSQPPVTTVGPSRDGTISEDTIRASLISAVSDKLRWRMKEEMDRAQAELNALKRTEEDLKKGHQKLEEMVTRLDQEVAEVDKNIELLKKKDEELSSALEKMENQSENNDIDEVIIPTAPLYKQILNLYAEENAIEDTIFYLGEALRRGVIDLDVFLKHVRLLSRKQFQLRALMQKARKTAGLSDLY
#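 Steps: Tsg101 binding domain dispensed (10 uM final), compounds pinned in DMSO, FITC-labeled PTAP-motif peptide added (50 nM final); after 20 min binding at room temperature, polarization measured.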
# MLL CXXC-DNA inh – inhibitors of human MLL CXXC domain-DNA interaction; Q03164; MLL-CXXC / FITC-HOXA9 DNA fluorescence polarization; Potency, µM (doses to about 115 µM), without a hit: top-dose activity change, negative = inhibition, usual class: inhibitors; 290,000 compounds, 0.037% hits; AID 2662; active = well fitted inhibition curve with a large enough effect in the polarisation, with a control signal flat, not every such curve was filed as active; inconclusive = small, poorly fitted or top-dose-only effect, or effect the other way, or a change in a side signal; inactive = no such curve, though single readings can be large or run the other way; the % refers to the polarisation; note: potency is the fitted concentration of half-maximal effect
#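 Fluorescence polarization: 7 uM MLL-CXXC (stock) preincubated 5 min with compounds, then 50 nM fluorescein-HOX-A9 DNA (stock) added; 30 min ambient. Buffer 50 mM Tris-HCl pH 7.5, 50 mM NaCl, 1 mM DTT, 0.05% BSA.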
# a7 integrin act – integrin-mediated muscular dystrophy alleviation activation. alpha7betagal myoblasts, beta-gal FDG fluorescence, 48 h. Potency, µM (titrated, usually from 38.3 µM), inactives show at the top dose activation, most hits filed as activators. 350,000 compounds, 0.064% hits. AID 624291;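 note: potency is the fitted concentration of half-maximal effect; 100% = response of the positive control SU9516; nearly all actives have a fitted effect of over 60% in size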
#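 Alpha7betagal+/- myoblasts (passage 13) were plated 16-24 hr, then exposed to compounds (1:260 dilution of DMSO stock) for 48 hours at 37C. After MPER lysis, β-galactosidase reporter activity was read as FDG fluorescence (ex 480/em 540) after 30 minutes.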
# Menin MLL FP TR – inhibitors of human menin-MLL interaction, mutant MLL peptide. Menin + Texas Red MLL mutant peptide, fluorescence polarization. Potency, µM (doses to about 61.6 µM), for inactives: at the top dose FP activity change, negative = inhibition, actives largely listed as inhibitors. 270,000 compounds, 0.23% hits. AID 1768; active = well fitted inhibition curve with a large enough effect in the polarisation, with a control signal flat, not every such curve was filed as active; inconclusive = small, poorly fitted or top-dose-only effect, or effect the other way, or a change in a side signal; inactive = no such curve, though single readings can be large or run the other way; the % refers to the polarisation; note: potency is the fitted concentration of half-maximal effect; % of control where 0% means no effect; many of its hits are not listed in these tables
# TCR activator – activates T cell receptor signaling. 330,000 tested, under 10 active. Potency, µM (titrated, usually from 9.22 µM), for inactives: at the top dose activation of IL-2 secretion, usual class: activators. primary human leukocytes, anti-CD3, IL-2 HTRF, 48 h; note: % of control where 0% means no effect
#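 Primary human leukocytes incubated 48 hr with anti-CD3 beads plus compound, without co-stimulation. Secreted IL-2 measured by HTRF (europium cryptate/d2 anti-IL-2 pair, 320 nm excitation, 665 nm emission).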
# AT treatment – candidate therapy for ataxia-telangiectasia; Potency, µM (top dose mostly 57.5 µM), for inactives: top-dose activation, most hits filed as activators; AID 485349; […] A-T fibroblasts, KAP-1 phosphorylation AlphaLISA; neocarzinostatin DNA damage 30 min before lysis; 320,000 compounds, 0.19% hits; note: potency is the fitted concentration of half-maximal effect; % of control where 0% means no effect; nearly all actives have a fitted effect of over 45% in size
#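 hTERT-immortalized A-T patient fibroblasts ([…]), 500 cells/well in OPTI-MEM, 1% FBS, got compounds for 60 min, then NCS for 30 min at 37C. Lysates were then assayed for phospho-KAP-1 by AlphaLISA (anti-pKAP1 donor, anti-KAP1 acceptor beads), 6 hr at 25C.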
# ASM inhibitor – human S-ASM enzyme inhibition. P17405. placental ASM, HMU-PC fluorogenic substrate, 60 min. Potency, µM (top dose mostly 57.5 µM), for the others: at the top dose activity change, negative = inhibition, most hits filed as inhibitors. 340,000 compounds, 0.006% hits. AID 504937; note: potency is the fitted concentration of half-maximal effect
# Target sequence (P17405 47-631 limits assumed): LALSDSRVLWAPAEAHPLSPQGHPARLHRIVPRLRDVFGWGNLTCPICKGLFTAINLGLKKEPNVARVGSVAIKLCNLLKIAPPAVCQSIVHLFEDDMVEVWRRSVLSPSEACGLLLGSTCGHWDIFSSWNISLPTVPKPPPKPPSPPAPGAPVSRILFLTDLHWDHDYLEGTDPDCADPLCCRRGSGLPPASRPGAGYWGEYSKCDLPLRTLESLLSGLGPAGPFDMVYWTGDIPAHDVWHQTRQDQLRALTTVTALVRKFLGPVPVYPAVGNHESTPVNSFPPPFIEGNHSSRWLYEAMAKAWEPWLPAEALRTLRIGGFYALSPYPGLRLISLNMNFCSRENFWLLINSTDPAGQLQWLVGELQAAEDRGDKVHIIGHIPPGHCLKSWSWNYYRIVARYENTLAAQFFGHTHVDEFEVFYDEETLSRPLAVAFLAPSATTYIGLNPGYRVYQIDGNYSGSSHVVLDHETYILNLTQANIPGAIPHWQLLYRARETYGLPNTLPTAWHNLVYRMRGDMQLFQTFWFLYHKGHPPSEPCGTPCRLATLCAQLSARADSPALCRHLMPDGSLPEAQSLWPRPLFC
#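 Fluorogenic HMU-PC substrate (9 uM final) is turned over by placental ASM in 60 min at 37 C after a 10 min compound preincubation. Reaction ended by alkaline stop (pH 10), with fluorescence read at 386/447 nm.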
# MBNL1 CUG block – blocks human MBNL1 binding to CUG repeat RNA; TR-FRET MBNL1-His/biotin-(CUG)12 binding, 665/545 ratio; Potency, µM (highest dose often 57.5 µM), inactives show at the highest dose activity change, negative = inhibition, hits mostly inhibitors; 280,000 compounds, 0.036% hits; active = well fitted inhibition curve with a large enough effect in the signal ratio, with a control signal flat, not every such curve was filed as active; inconclusive = small, poorly fitted or top-dose-only effect, or effect the other way, or a change in a side signal; inactive = no such curve, though single readings can be large or run the other way; the % refers to the signal ratio; note: potency is the fitted concentration of half-maximal effect; % is set by controls: 0 for no effect and ±100 for the full control effect
#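 TR-FRET readout: Ex 340 nm, 665/545 nm emission ratio, normalized to buffer-only (basal) and MBNL1-(CUG)12 controls. Complex of MBNL1-His with Biotin-(CUG)12, compounds 92 nM–58 uM, incubated 60 min at room temperature.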
# Active calls of the source: *; ? = inconclusive; . = no result given; & = joins results of further samples; [ ] = dose if it differs, or a comment. Unless noted, calls come from the whole dose curve; as a rule, active = well fitted curve in the direction sought with a large enough effect; inconclusive = small, poorly fitted or top-dose-only effect, or another doubt; inactive = no such curve, though single readings can be large; an effect the other way counts as inactive or inconclusive. Not all compounds are listed; the hit share may differ from the screen's.
SMILES,Mito fusion act,TSHR antag,TSG101-PTAP inh,MLL CXXC-DNA inh,a7 integrin act,Menin MLL FP TR,TCR activator,AT treatment,ASM inhibitor,MBNL1 CUG block
OCCN(CCO)c1ccc(C(c2ccc(Cl)cc2)c2ccc(N(CCO)CCO)cc2Cl)c(Cl)c1,-3.5%,-15.4,0.6%,?,-4.6%,-7.2%,7.0%[46.1 µM],?,-1.3%,?
CCn1c(CCc2nc3ccccc3[nH]2)n[nH]c1=S,8.6%,-6.5,-0.7%,2.7%,0.4%,-7.8%,-4.9%,0.4%,1.9%,-7.8%
COCCOC(=O)c1c(C)oc2ccc(OCc3ccccc3)cc12,11.2µM*,-7.8,-1.2%,8.3%,-8.5%,-18.9%,1.7%[46.1 µM],17.9%,-7.7%,-7.6%[11.5 µM]
COc1ccc(N(C(=O)CNC(=O)c2cccs2)C(C(=O)NC2CCCC2)c2ccncc2)cc1 (stereo not drawn),-2.8%,2.3,-3.1%,-0.7%,-18.4%,-2.3%,4.9%,1.0%,4.0%,-6.0%
Cc1ccc(C(=O)N2CC(=O)Nc3ccc(F)cc3C2c2ccccc2)cc1[N+](=O)[O-] (stereo not drawn),-6.9%,-1.8,-2.0%,3.1%,18.0%,0.2%,2.7%[46.1 µM],-0.2%,-4.0%,.
Cn1c(SCCOc2ccccc2Cl)nnc1-c1ccncc1,-1.6%,6.4,-11.6%,-5.5%,-3.2%,-11.1%,-0.8%,3.1%,-1.0%,-1.2%
CC1(c2ccccc2)CC(C)(C)n2c(O)c(C3=NC(=S)NC3=O)c3cccc1c32 (stereo not drawn),-1.1%,28.6,-6.4%,6.5%,4.6%,.,6.8%,16.9%,-3.3%,0.7%
CC(=O)N(c1ccc(C(F)(F)F)cc1)S(=O)(=O)c1ccc(N2C(=O)CCC2=O)cc1,-3.5%,1.6,-8.7%,-8.9%,11.2%,.,7.0%,-0.2%,0.5%,-2.1%
COc1cc(C(=O)NCCC(=O)N2CCC3(CC2)NCCc2[nH]cnc23)cc(OC)c1OC,-6.3%,-7.6,-1.4%,4.0%,-15.6%,.,0.5%,-2.2%,0.4%,-0.9%
C[C@H](/C=C/[C@@]1(O)[C@H](C)C[C@H](O)CC1(C)C)O[C@@H]1O[C@H](CO)[C@@H](O)[C@H](O)[C@H]1O,0.8%,-7.9,1.0%,.,0.0%,.,-4.5%,18.7%,0.9%,.
COc1cnn(-c2ccc(C)cc2)c(=O)c1Br,8.7%,1.0,1.1%,0.3%,19.0%,-3.4%,0.2%,-3.4%,0.7%,.
Cc1ccc(C(=O)Nc2sc3c(c2C#N)CCCCC3)cc1C,0.5%,-8.6,-3.8%,4.5%,-1.1%,?,1.1%[46.1 µM],.,2.4%,112.5%[activator]
CCCCCCCC[n+]1cccc(C(=O)N(CC)CC)c1,-16.7%,2.7,-1.2%,7.8%,-18.6%,-4.2%,1.8%[46.1 µM],7.7%,-0.2%,.
O=C(O)CSc1nc2ccc(Cl)cc2[nH]1,3.1%,3.2,-12.6%,-1.2%,-12.1%,8.3%,-3.9%,6.7%,8.8%,-8.7%
COCc1[nH][nH]c(=O)c1C=NCC(=O)OC,0.9%,9.9,-2.7%,-0.5%,-8.1%,-4.9%,15.4%,-2.0%,5.8%,?
O=C(Cc1cn2ccsc2n1)OCc1ccccc1,-6.8%,1.0,-3.0%,-0.3%,5.4%,-10.1%,0.4%,-2.4%,-0.6%,4.7%
Cc1ccc(Cn2ccc(NC(=O)c3cc(-c4cccs4)on3)n2)cc1,1.7%,-34.0,-1.5%,17.6%,19.3%,?,4.2%,5.8%,-4.8%,2.3%
COc1cc(CC(=O)Nc2ccccc2N2CCOCC2)cc(OC)c1OC,-0.7%,-2.9,-0.3%,-1.4%,27.9%,-6.5%,-1.5%,13.0%,0.4%,-7.2%
Clc1ccc(Cn2cnc3ccccc32)cc1,-2.5%,-11.5,-8.6%,-3.4%,-8.5%,-2.2%,2.6%,-1.0%,-1.5%,.
CC1CCc2sc(C(=O)OCC(=O)NC(C)C)cc2C1 (stereo not drawn),?,-6.1,0.2%,-0.5%,1.9%,-6.4%,-3.1%,-0.7%,12.2%,-3.0%
COc1cc2c(cc1OC)C(c1cccs1)N(C(=S)NC(C)C)CC2 (stereo not drawn),-1.3%,-12.4,-4.5%,-0.8%,21.1%,10.6%,3.9%,5.7%,1.5%,5.2%
CC1CCCN(C(=O)C(=O)Nc2ccc3nc4n(c(=O)c3c2)CCCCC4)C1 (stereo not drawn),-2.1%,-3.4,-9.1%,.,22.3%,-26.7%,-8.4%,-8.6%,-0.4%,-6.8%
CCc1c(O)nc(SCC(=O)Nc2ccc(C)cc2)n(C2CCCCC2)c1=O,0.2%,.,0.6%,7.4%,-23.9%,1.0%,.,.,-17.2%,10.5%
CC(C)c1ccc2c(c1)C1(NN=C(c3ccccc3)S1)C(=O)N2 (stereo not drawn),-7.9%,1.2,-6.9%,?,-41.6%[inhibitor],?,8.5%[46.1 µM],-7.2%,-19.9%,3.1%
COc1ccc(-c2csc(NC(C)c3nc4cc(C(=O)NCCCO)ccc4n3Cc3ccc(C)cc3)n2)cc1 (stereo not drawn),.,.,-1.8%,.,9.1%,.,3.5%,.,-6.8%,.
# Further structures
SMILES,Mito fusion act,TSHR antag,TSG101-PTAP inh,MLL CXXC-DNA inh,a7 integrin act,Menin MLL FP TR,TCR activator,AT treatment,ASM inhibitor,MBNL1 CUG block
CN1CCN(C(=O)C2=C[C@H](C(C)(C)C)C[C@H](OCCCCO)O2)CC1,-0.7%,3.6,-4.2%,-11.1%,-24.2%,-7.3%,4.5%,5.6%,0.8%,-14.4%
Cc1nc2ccccn2c1C(=O)Nc1ccc2c(c1)OCCO2,3.1%,-13.8,-3.3%,6.3%,0.5%,12.2%,0.9%[46.1 µM],0.0%,1.5%,-16.6%
COc1ccc(OCC(=O)Nn2c(-c3ccc(C)cc3)nc3ccccc3c2=O)cc1,6.5%,8.2,-4.4%,-1.8%,-12.9%,-5.5%,-1.4%[46.1 µM],8.5%,-0.6%,-14.8%
CC(C)C[C@H](NC(=O)[C@H](Cc1ccccc1)n1c(=O)[nH]c2ccccc2c1=O)C(=O)N1CCC(C(=O)O)CC1,-0.7%,3.4,-3.1%,-18.7%,14.8%,-3.7%,1.3%,-5.5%,3.4%,9.9%
CC(C)C1OC2c3cccc4cccc(c34)C2N1c1ccccc1 (stereo not drawn),10.3%,-7.3,-0.7%,1.5%,-49.2%[inhibitor],-1.1%,-2.7%[46.1 µM],3.7%,-13.4%,?
Oc1c(C=C2N=c3ccccc3=N2)sc(=S)n1-c1ccc(F)cc1,-5.4%&3.6%,-7.8&-21.4,-0.4%&2.9%,-0.8%&9.1%,-15.7%&-39.7%,?,-2.4%[46.1 µM],-11.0%&-4.5%,?,-3.8%&7.5%
O=C(OCc1nnc(-c2ccccc2)o1)C1CCN(C(=O)c2ccc(Cl)cc2)CC1,-12.2%,11.4,-2.4%,.,26.5%,.,1.9%,3.0%,-3.0%,.
COc1ccc(CCNc2nc(N3CCCCC3)nc(N3CCCCC3)n2)cc1OC,22.9%,-2.4,1.6%,3.2%,-22.9%,-15.8%,-1.2%,-0.1%,-11.5%,-1.5%
CC1(C)Cc2cccc(OCC(=O)NCc3ccc(F)cc3)c2O1,9.8%,31.8,0.2%,.,23.7%,.,82.2%,-1.9%,-1.9%,.
COc1ccc(S(=O)(=O)N2CCC(C(=O)NCc3cccs3)CC2)cc1,9.8%,-13.3,-2.3%,-0.8%,28.6%,-12.9%,.,-0.9%,1.4%,-0.4%
Cc1ccc(NS(=O)(=O)c2c(C)[nH]c(=O)[nH]c2=O)c(Br)c1,-4.6%,2.8,0.5%,8.8%,-18.9%,16.5%,1.1%,4.8%,-4.4%,-5.3%
CCOC(=O)CSc1nc(N)c2c3c(sc2n1)CCCC3,3.6%,-3.7,-1.4%,0.8%,3.3%,3.6%,-1.3%,.,-3.9%,17.3%
O=[N+]([O-])c1ccc(NN=Cc2ccco2)nc1,.,.,-11.1%,.,-12.6%,.,4.5%,.,-2.8%,.
CCC1=C2CC[C@H]3C(=O)N(CC)C(=O)[C@H]3[C@H]2[C@@]2(Cc3ccccc3)C(=O)N(Cc3ccccc3)C(=O)N2C1=O,-0.4%,-2.9,.,1.7%,0.6%,-6.5%,-3.9%,16.1%,0.2%,-1.5%
CCOC(=O)Cn1c(=N)n(CCOc2ccc3ccccc3c2)c2ccccc21,-3.4%,4.2,-9.6%,?,0.0%,-28.5%,-5.0%,0.4%,-10.7%,-3.8%
Cc1cc(C)c2[nH]c(=O)c(CN(Cc3cccnc3)C(=S)NCCCN(C)C)cc2c1,-3.9%,-6.8,-9.2%,-4.7%,-1.9%,-8.3%,-0.2%,0.0%,3.3%,-28.0%
